Screens: PubChem BioAssay, Sanford-Burnham Center for Chemical Genomics
tim23-1 inh: growth inhibitors of tim23-1 mutant yeast; S. cerevisiae tim23-1 growth, BacTiter-Glo luminescence, 24 h; inhibition, % at 20 µM; 330,000 compounds, 1.3% hits;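 active means growth inhibition of the mutant yeast at or above 50%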;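 further: temperature-sensitive mutant grown at 25 °C; plate controls were DMSO-treated mutant yeast for no effect and medium wells lacking yeast for full effect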
Mdm2-MdmX inh: human Mdm2/MdmX binding inhibition; O15151+Q00987; SaOS-2 split-luciferase Mdm2/MdmX complementation, luminescence; inhibition, % at 8 µM; 330,000 compounds, 3% hits; AID 485346;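 active means inhibition of at least 50% at 8 µM in the primary screen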
Target sequence (O15151 whole entry, looked up): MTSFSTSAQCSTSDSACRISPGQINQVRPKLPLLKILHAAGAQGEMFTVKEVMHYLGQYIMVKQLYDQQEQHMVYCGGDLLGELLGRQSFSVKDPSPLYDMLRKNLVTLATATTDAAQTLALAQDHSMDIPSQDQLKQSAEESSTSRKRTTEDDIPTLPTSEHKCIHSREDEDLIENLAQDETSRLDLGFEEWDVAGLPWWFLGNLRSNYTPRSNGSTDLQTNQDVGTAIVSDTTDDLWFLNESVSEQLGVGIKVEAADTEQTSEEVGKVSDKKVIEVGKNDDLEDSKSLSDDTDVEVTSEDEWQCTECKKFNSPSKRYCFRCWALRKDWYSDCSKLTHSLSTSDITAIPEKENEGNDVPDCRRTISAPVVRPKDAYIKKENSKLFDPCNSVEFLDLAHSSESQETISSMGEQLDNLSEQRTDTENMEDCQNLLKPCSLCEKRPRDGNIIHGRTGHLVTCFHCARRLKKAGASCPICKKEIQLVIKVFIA
Target sequence (Q00987 whole entry, looked up): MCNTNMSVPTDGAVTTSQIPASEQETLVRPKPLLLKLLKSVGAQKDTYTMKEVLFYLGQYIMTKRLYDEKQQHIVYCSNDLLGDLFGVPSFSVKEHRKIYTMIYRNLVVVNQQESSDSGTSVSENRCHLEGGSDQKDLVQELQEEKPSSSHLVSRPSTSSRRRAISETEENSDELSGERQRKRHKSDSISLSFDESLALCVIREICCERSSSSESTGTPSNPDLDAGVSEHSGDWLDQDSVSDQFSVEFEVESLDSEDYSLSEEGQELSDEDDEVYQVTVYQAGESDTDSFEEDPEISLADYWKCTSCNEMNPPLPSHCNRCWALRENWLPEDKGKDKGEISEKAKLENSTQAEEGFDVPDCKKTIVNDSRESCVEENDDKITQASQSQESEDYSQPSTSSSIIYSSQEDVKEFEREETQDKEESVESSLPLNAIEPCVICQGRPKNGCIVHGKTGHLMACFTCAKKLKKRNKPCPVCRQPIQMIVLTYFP
UPR CHOP act: apoptotic UPR (CHOP) activation | CHO-CHOP luciferase reporter, luminescence; percent of tunicamycin response over DMSO baseline | activation, % at 10 µM | 330,000 compounds, 0.34% hits | AID 449763;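 active means at 10 µM dose, activation of 40% or more, normalized to positive control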;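 further: 100% = tunicamycin at 10 µg/mL and 0% = DMSO alone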
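System: CHO-CHOP luciferase reporter cell line | Buffer or medium: F12 medium containing 10% fetal bovine serum | Doses: One dose, 10 µM in 0.5% DMSO | Times: 6 h compound exposure at 37 °C after overnight seeding | Signal: Luciferase luminescence | Read-out: % activation vs tunicamycin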
Jurkat NFkB inh: lowers PMA/ionomycin-induced NF-kB signal in Jurkat cells; inhibition, % at 4 µM; 330,000 compounds, 0.53% hits; PMA/ionomycin-induced NF-kB luciferase reporter, luminescence; AID 435003; in the data active means inhibition above about 50%
UPR XBP1 act: adaptive UPR (XBP1) activation | CHO-XBP1 luciferase reporter, IRE1-XBP1 UPR activation, luminescence; percent of tunicamycin response, DMSO as zero | activation, % at 20 µM | 330,000 compounds, 0.33% hits;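 active means versus positive control, 20 µM dose yields 30% or more activation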;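 further: 100% = tunicamycin at 10 µg/mL and 0% = DMSO only wells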
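Material: CHO cell line with stable XBP1 luciferase reporter; buffer or medium: F12 medium containing 10% fetal bovine serum; compound: single point, 20 µM final compound, 1% DMSO; incubation: 6 h treatment, 37 °C; measured by: glow luminescence from Steady-Glo reagent; evaluation: activation, % of tunicamycin; control set: tunicamycin high, DMSO low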
tim10-1 inh: growth inhibitors of tim10-1 mutant yeast; 330,000 compounds, 2.2% hits; S. cerevisiae tim10-1 ts strain growth, BacTiter-Glo, 24 h; AID 463190; inhibition, % at 20 µM;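 active means inhibition of at least 40%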;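 further: mutant grown at 25 °C; 0% = DMSO wells with yeast and 100% = wells holding no yeast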
TIM10 inh: growth inhibitors of TIM10 yeast strain; S. cerevisiae TIM10 strain growth, BacTiter-Glo luminescence, 24 h; inhibition, % at 10 µM; 330,000 compounds, 1.4% hits;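 active means inhibition of 40% or more at the single tested concentration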;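 further: wild-type TIM10 isogenic control strain grown at permissive 25 °C; 0% = DMSO yeast wells and 100% = minimal medium wells without yeast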
697 NFkB inh: inhibitors of the PMA/ionomycin-induced NF-kB reporter in 697 B cells. 697 B-cell NF-kB luciferase reporter, 16 h. inhibition, % at 4 µM. AID 435022. 330,000 compounds, 0.33% hits; in the data active means inhibition above about 35%
* hit, by the source's call.

Start of the data: the first 4 compounds as a preview:
1. O=C1c2ccccc2C(=O)N1CCCCON1C(=O)c2ccccc2C1=O
2. COCCNC(=O)C(=O)Nc1cc2c3c(c1)C(C)C(=O)N3CCC2 (stereo not drawn)
3. CCCCn1c(SCc2nc(N)nc(Nc3ccccc3C)n2)nc2ccccc2c1=O
4. CC(=O)NCCn1c(SCC(=O)NC2CCCCC2)nc2ccccc2c1=O
screen / no.	1	2	3	4
tim23-1 inh	16	-5	34	11
Mdm2-MdmX inh	-29	10	26	9
UPR CHOP act	-0.1	-0.4	-1.8	2.2
Jurkat NFkB inh	-12	4	-18	12
UPR XBP1 act	0	-3	2	-1
tim10-1 inh	13	-3	32	11
TIM10 inh	3	7	17	-3
697 NFkB inh	-4	-19	-29	18

The whole of this part, from the first entry:
1. O=C1c2ccccc2C(=O)N1CCCCON1C(=O)c2ccccc2C1=O
2. COCCNC(=O)C(=O)Nc1cc2c3c(c1)C(C)C(=O)N3CCC2 (stereo not drawn)
3. CCCCn1c(SCc2nc(N)nc(Nc3ccccc3C)n2)nc2ccccc2c1=O
4. CC(=O)NCCn1c(SCC(=O)NC2CCCCC2)nc2ccccc2c1=O
5. COC(=O)c1ccccc1NC(=O)c1ccc(-c2ccc(Br)cc2)o1
screen / no.	1	2	3	4	5
tim23-1 inh	16	-5	34	11	10
Mdm2-MdmX inh	-29	10	26	9	58*
UPR CHOP act	-0.1	-0.4	-1.8	2.2	11
Jurkat NFkB inh	-12	4	-18	12	7
UPR XBP1 act	0	-3	2	-1	2
tim10-1 inh	13	-3	32	11	1
TIM10 inh	3	7	17	-3	0
697 NFkB inh	-4	-19	-29	18	-367

6. CCCOc1cccc(C(=O)N2CCN(C(=O)C3CCCO3)CC2)c1 (stereo not drawn)
7. CCN(CC)CCNC(=O)c1ccc(NC(=O)c2c(F)cccc2Cl)cc1
8. O=C(Nc1cccnc1)OCc1ccccc1
9. C/C(CC(=O)Nc1ccc(N(C)C)cc1)=N\NC(=O)c1ccc(Cl)cc1Cl
10. C=C(C(=O)c1ccccc1)C(C)CC(=O)c1ccccc1 (stereo not drawn)
screen / no.	6	7	8	9	10
tim23-1 inh	16	-3	22	13	55*
Mdm2-MdmX inh	8	2	12	0	64*
UPR CHOP act	1.6	-1.5	1.0	1.3	3.2
Jurkat NFkB inh	-8	-7	-10	3	13
UPR XBP1 act	-5	0	0	-3	-5
tim10-1 inh	7	11	-5	4	44*
TIM10 inh	7	-2	-3	2	49*
697 NFkB inh	7	9	-22	7	-10

11. COc1cc(C(=O)Nc2ccc(O)cc2)ccc1OC(C)=O
12. Cc1ccc(C(=O)Nc2nc(-c3ccco3)c(-c3ccco3)s2)o1
13. CCOC(=O)c1ccccc1NC(=O)COC(=O)c1ccccc1C(=O)N(C)c1ccccc1
14. CCn1c(CNC(=O)COc2ccc(C(C)C)cc2)nnc1SCC(=O)Nc1cc(F)ccc1C
15. CCn1c(C(C)NC(=O)c2cccc(C)c2)nc2ccccc21 (stereo not drawn)
screen / no.	11	12	13	14	15
tim23-1 inh	3	17	38	19	25
Mdm2-MdmX inh	-4	5	-6	-14	-11
UPR CHOP act	1.5	-0.1	2.8	1.8	1.8
Jurkat NFkB inh	-6	1	4	1	-2
UPR XBP1 act	2	1	-4	-3	-2
tim10-1 inh	5	16	28	27	17
TIM10 inh	9	18	33	22	13
697 NFkB inh	-11	-37	5	-18	4

16. Cc1ccc(N=C2NC(=O)S/C2=C\c2ccco2)cc1
17. CCc1ccc(NC(=O)Cn2c(=O)c3cccn3c3ccccc32)cc1
18. CCN(CC)CCNC(=O)Cc1c(C(=O)O)n(CC)c2ccccc12
19. Cc1c(NC(=O)CN2C(=O)C(=O)c3ccccc32)c(=O)n(-c2ccccc2)n1C
20. COc1ccc(OCC(=O)Nc2ccccc2C(=O)N2CCCC2)cc1
screen / no.	16	17	18	19	20
tim23-1 inh	10	12	12	12	-3
Mdm2-MdmX inh	3	66*	12	13	-26
UPR CHOP act	2.4	0.8	1.0	-1.2	0.0
Jurkat NFkB inh	-5	2	13	2	-12
UPR XBP1 act	2	3	-3	-1	0
tim10-1 inh	14	18	4	3	25
TIM10 inh	7	7	9	7	-5
697 NFkB inh	7	-42	9	18	-30

21. Cc1cc(OC(=O)CNC(=O)OC(C)(C)C)c2c(C)cc(=O)oc2c1
22. CCc1nonc1NC(=O)c1oc2cc(C)c(Cl)cc2c1C
23. Nc1c2c(nc3ccn(-c4ccccc4)c(=O)c13)CCCCC2
24. COc1cc(SC)ccc1C(=O)Nc1ncc(C)s1
25. O=C1/C(=C/c2ccco2)Oc2c1ccc(O)c2CN1CCCCC1
screen / no.	21	22	23	24	25
tim23-1 inh	18	-4	9	48	-1
Mdm2-MdmX inh	16	50	5	71*	-35
UPR CHOP act	-1.7	0.9	2.7	-8.3	0.3
Jurkat NFkB inh	8	6	-25	-67	-5
UPR XBP1 act	4	-3	7	-14	-4
tim10-1 inh	31	14	4	-40	-10
TIM10 inh	21	-9	3	3	-9
697 NFkB inh	-4	5	-22	-134	0

26. Nc1c(Cl)cnc(C(Cl)(Cl)Cl)c1Cl
27. Cc1ccc(S(=O)(=O)NCC(=O)N2CCOCCOCCOCCOCC2)cc1
28. CC1CC(C)CN(C(=O)CCC(=O)Nc2nnc(C(C)C)s2)C1 (stereo not drawn)
29. CN(C)c1nnnn1-c1ccccc1Oc1ncc(C(F)(F)F)cc1Cl
30. O=C(OC1CCOC1=O)c1cc(-c2ccc(Cl)cc2)nc2ccccc12 (stereo not drawn)
screen / no.	26	27	28	29	30
tim23-1 inh	19	13	13	5	38
Mdm2-MdmX inh	-18	-15	13	11	-1
UPR CHOP act	0.0	2.4	6.8	-1.7	-0.5
Jurkat NFkB inh	1	1	2	1	-3
UPR XBP1 act	0	1	-3	-1	-1
tim10-1 inh	15	4	10	14	-4
TIM10 inh	5	-17	10	9	11
697 NFkB inh	9	0	-6	2	-18

Profiles from above. Values in the order: tim23-1 inh	Mdm2-MdmX inh	UPR CHOP act	Jurkat NFkB inh	UPR XBP1 act	tim10-1 inh	TIM10 inh	697 NFkB inh
Cc1ccc(S(=O)(=O)NCC(=O)N2CCOCCOCCOCCOCC2)cc1 across the screens: 13	-15	2.4	1	1	4	-17	0
Cc1c(NC(=O)CN2C(=O)C(=O)c3ccccc32)c(=O)n(-c2ccccc2)n1C across the screens: 12	13	-1.2	2	-1	3	7	18

(continued)
31. COc1ccc(/C=C2\SC(=S)N(CC(=O)Nc3nnc(C)s3)C2=O)cc1
32. COc1cc(C)ccc1OCC(=O)NCC1CCCO1 (stereo not drawn)
33. COc1ccc(S(=O)(=O)N2CCC(C(=O)NC3CC3)CC2)cc1Cl
34. CCOc1ccccc1OCCCOc1ccc([N+](=O)[O-])cc1Cl
35. S=C(NCCc1ccccc1)NCc1cccc(Cl)c1
screen / no.	31	32	33	34	35
tim23-1 inh	-5	6	0	27	40
Mdm2-MdmX inh	-12	9	-5	-10	3
UPR CHOP act	3.1	0.7	1.1	1.4	0.2
Jurkat NFkB inh	9	-5	2	-20	-11
UPR XBP1 act	0	-2	-2	0	-2
tim10-1 inh	-11	8	5	14	27
TIM10 inh	-16	3	10	4	29
697 NFkB inh	5	-4	-10	-16	5

36. O=C(NCc1ccccc1)C(C(=O)c1ccc(F)cc1)n1ccccc1=O (stereo not drawn)
37. Cc1c(S(=O)(=O)NC(C)c2ccccc2)c(=O)n(C)c(=O)n1C (stereo not drawn)
38. CN(C(=O)COC(=O)COc1ccc(Cl)cc1Cl)c1c(N)n(Cc2ccccc2)c(=O)[nH]c1=O
39. Nc1nc(SCCOc2ccccc2)n[nH]1
40. COC(=O)/C=C/c1ccc(-n2cncn2)cc1
screen / no.	36	37	38	39	40
tim23-1 inh	-1	0	8	-8	-4
Mdm2-MdmX inh	-3	3	14	3	-5
UPR CHOP act	0.8	-1.0	0.2	4.3	3.1
Jurkat NFkB inh	1	2	19	3	-14
UPR XBP1 act	0	-1	3	2	-1
tim10-1 inh	7	-1	2	1	13
TIM10 inh	0	11	-2	-10	-5
697 NFkB inh	8	-4	9	34	11

41. CCCC1CC(C)(C(=O)CSc2n[nH]c(-c3ccccc3)n2)OC1=O (stereo not drawn)
42. COc1ccccc1NC(=O)c1ccc(S(=O)(=O)NCc2ccco2)cc1
43. O=C(N/N=C/c1ccc(Br)o1)c1cc([N+](=O)[O-])cc([N+](=O)[O-])c1
44. O=C(Nc1cccc(O)c1)c1ccc(Br)cc1
45. CC(C)NCC(O)COC1C2CC3CC(C2)CC1C3 (stereo not drawn)
screen / no.	41	42	43	44	45
tim23-1 inh	23	12	-1	-8	3
Mdm2-MdmX inh	17	-7	-5	6	13
UPR CHOP act	-1.1	-0.4	-0.2	6.2	0.3
Jurkat NFkB inh	8	7	13	-108	12
UPR XBP1 act	-3	0	-1	3	-2
tim10-1 inh	16	-6	22	-19	-14
TIM10 inh	26	7	17	-24	-14
697 NFkB inh	16	0	16	2	15

46. Cc1ccc(CSCCNC(=O)CN(c2cc(C)ccc2C)S(C)(=O)=O)cc1
47. Cc1ccc(C(=O)OCC(=O)Nc2ccccc2C(F)(F)F)cc1S(=O)(=O)N1CCOCC1
48. O=C1C2C3c4ccccc4C(c4ccccc43)[C@@H]2C(=O)N1c1ccccn1 (stereo partly drawn)
49. CCN(C[C@H]1N[C@@](Cc2ccccc2)(C(=O)OC)[C@H]2C(=O)N(C)C(=O)[C@@H]12)C(=O)Nc1ccccc1
50. COc1cccc(N2CCN(c3ccc4nnc(CCC(=O)N5CCN(C)CC5)n4n3)CC2)c1
screen / no.	46	47	48	49	50
tim23-1 inh	10	-5	29	0	9
Mdm2-MdmX inh	-2	11	-15	16	-2
UPR CHOP act	-1.8	0.9	0.3	0.9	0.0
Jurkat NFkB inh	-4	11	11	10	-9
UPR XBP1 act	-4	0	0	0	-3
tim10-1 inh	23	15	10	-9	5
TIM10 inh	2	5	16	-5	-5
697 NFkB inh	8	23	4	5	-12

Along the list, quoted from above:
Nos. 46–50 in Jurkat NFkB inh: -4, 11, 11, 10, -9
Nos. 46–50 in UPR XBP1 act: -4, 0, 0, 0, -3
Nos. 46–50 in tim10-1 inh: 23, 15, 10, -9, 5

(continued)
51. C=CCSc1nnc(-c2ccncc2)n1-c1ccc(OCC)cc1
52. O=C(NCCN1C(=O)S/C(=C\c2ccc(Cl)cc2Cl)C1=O)C1=COCCO1
53. CC1CCCN(Cc2nc3c(c(=O)n(C)c(=O)n3C)n2CC(N)=O)C1 (stereo not drawn)
54. CC(C)CCC1CC(CSC(=N)N)OC1=O (stereo not drawn)
55. COc1ccc(C2CC(C(F)(F)F)n3nc(C(=O)NCc4c(C)nn(C)c4C)c(Cl)c3N2)cc1 (stereo not drawn)
screen / no.	51	52	53	54	55
tim23-1 inh	37	57*	6	3	20
Mdm2-MdmX inh	7	7	0	-39	10
UPR CHOP act	-1.8	-0.2	1.0	-1.6	0.4
Jurkat NFkB inh	10	8	-16	-2	14
UPR XBP1 act	-2	2	1	2	-5
tim10-1 inh	30	41*	9	12	23
TIM10 inh	15	47*	-13	-16	20
697 NFkB inh	-11	-54	5	-16	-44

56. C/C(=C\C(=O)c1ccc(C)o1)Nc1ccc(C(=O)O)cc1C
57. Cc1nc2n(c(=O)c1CCN1CCC(c3noc4cc(F)ccc34)CC1)CCCC2
58. Cc1ccc(CC(=O)OC(C)C(=O)NC2CCCCC2C)cc1C (stereo not drawn)
59. Cc1onc(-c2ccccc2)c1C(=O)NNC(=S)NC(=O)c1ccc(F)cc1
screen / no.	56	57	58	59
tim23-1 inh	12	7	35	10
Mdm2-MdmX inh	-9	12	2	35
UPR CHOP act	1.6	2.0	2.7	2.1
Jurkat NFkB inh	5	11	3	18
UPR XBP1 act	2	-9	-1	-1
tim10-1 inh	12	-1	34	30
TIM10 inh	1	4	23	20
697 NFkB inh	6	-17	15	-3
